BL2 CD40 inh – inhibitors of CD40-induced NF-kB signaling, primary screen, BL2 cells, luciferase reporter, single point | CD40L-induced, 4 h | inhibition, % at 10 µM | 0.94% of 83,000 active | AID 1053188, 2014;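 active = mean inhibition of at least 50% with a set share of replicates also reaching that level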;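 also: 0% = neutral control wells and 100% = IKK inhibitor VII at 50 µM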
Starred values were filed as active, the others as inactive; & = joins results of further samples; [ ] = dose if it differs, or a comment. Some of the compounds tested; count on the stated rates, not on these rows.

Structure	BL2 CD40 inh
Cn1c(=O)c2cn(Cc3ccc(Cl)cc3)cc2n(C)c1=O	31.3
Cc1cc(C(=O)NC(C)C2CCCO2)no1 (stereo not drawn)	2.2
c1ccc2c(c1)nnn2Cc1nnc2sc(-c3ccc4c(c3)OCCO4)nn12	6.4
O=C(Cc1ccccn1)N[C@@H]1CC[C@H](CCNS(=O)(=O)c2cccc(F)c2)O[C@@H]1CO	-0.5[25 µM]
c1ccc(CN2CCCC3(CCCN(Cc4nc(COc5ccccc5)no4)C3)C2)cc1 (stereo not drawn)	3.1
COc1ccc(S(=O)(=O)N2[C@@H]3CNC[C@H]2C3c2ccc(-c3cccc(OC)c3)cc2)cc1 (stereo partly drawn)	-18.8&3.9[25 µM]
CCCNC(=O)c1cc(SC)ccc1Cl	-19.8
COC(=O)CNC(=O)c1cccs1	2.1
CC1(C)Cc2cccc(OCC(=O)NCc3cccs3)c2O1	3.6
C[C@@H]1CN([C@@H](C)CO)C(=O)CCCn2cc(nn2)CO[C@H]1CN(C)S(=O)(=O)c1ccc(-n2cccn2)cc1	5.9[25 µM]
Cc1cnc(C(=O)OCC(=O)NCCc2ccccc2)cn1	11.1
NS(=O)(=O)c1ccc(CNC(=O)/C=C/c2c(F)cccc2Cl)cc1	-1.3
C[C@H](CO)N1C[C@H](C)[C@@H](CN(C)S(=O)(=O)c2ccccc2F)Oc2ncc(/C=C/c3ccccc3)cc2C1=O	-4.3[25 µM]
O=C(NC1=NCCS1)c1cc(-c2cccs2)nc2ccccc12	-11.8
C[C@@H]1CN([C@@H](C)CO)S(=O)(=O)c2ccc(C#CCN(C)C)cc2O[C@H]1CN(C)C(=O)CN(C)C	-4.0[25 µM]
O=c1[nH]c2cc(NCCO)c([N+](=O)[O-])cc2[nH]1	6.8
COc1ccccc1C#Cc1ccc([C@H]2[C@@H](CO)N3CCCCN(C(=O)C4CCC4)C[C@H]23)cc1	17.9[25 µM]
C[C@@H]1CN([C@H](C)CO)C(=O)c2ccccc2-c2ccccc2CO[C@@H]1CN(C)S(=O)(=O)c1cccc(F)c1	-5.3
O=C(O)COc1ccc(/C=N/NC(=O)Cc2ccc(Cl)cc2)cc1	7.7
COc1cccc(C(C)(O)c2nc(-c3cc4ccccc4o3)cs2)c1 (stereo not drawn)	5.8
CC1CCC2(CC1)NC(=O)N(Cc1nc(-c3ccccc3)no1)C2=O (stereo not drawn)	-5.9
CCC(=O)Nn1c(C)nnc1C	12.5
COc1ccc(C(=S)N2CCN(c3cccc(Cl)c3)CC2)c(OC)c1	8.8
Cc1nc(C)n(C(C)CC(=O)O)n1 (stereo not drawn)	20.5
Cc1nn(C(=O)/C(C#N)=C/N(C)C)c(C)c1C	11.2
Cn1c(=O)c2c(nc(C3CC4C5CCC(C5)C4C3)n2C)n(C)c1=O (stereo not drawn)	16.2
COc1ccc(OC)c(S(=O)(=O)N2CCN(C(=O)c3cc(C4CC4)nn3-c3ccccc3)CC2)c1	2.4
COc1ccc(CC(=O)NCCc2cnc[nH]2)cc1	10.4
CCCCn1c(N)c(N(CCOC)C(=O)CCN2C(=O)C3CC=CCC3C2=O)c(=O)[nH]c1=O (stereo not drawn)	5.0
Cn1c(C(=O)O)c(CC(=O)N2CCC(Cc3ccccc3)CC2)c2ccccc21	1.5
OC(CNC1CCCCCC1)COc1cccc2ccccc12 (stereo not drawn)	6.1
COc1cccc(S(=O)(=O)N2CC[C@@H]3[C@H](CO)N(C)c4ccc(C#Cc5cccnc5)cc4[C@@H]32)c1	-2.5[25 µM]
CC(NC(N)=O)C(=O)NCC(=O)OCc1ccccc1 (stereo not drawn)	-5.8
CN(C(=O)COC(=O)c1ccc(S(=O)(=O)N2CCCC2)cc1)c1ccccc1	0.0
Cc1ccc(C2=NOC(=O)/C2=C\C=C\c2ccccc2)cc1	-6.1
O=C(NCc1ccco1)c1nn2cccnc2c1Cl	-10.3

The final 7 records of the part before lead into the next.
Structure	BL2 CD40 inh
Cn1c(C(=O)O)c(CC(=O)N2CCC(Cc3ccccc3)CC2)c2ccccc21	1.5
OC(CNC1CCCCCC1)COc1cccc2ccccc12 (stereo not drawn)	6.1
COc1cccc(S(=O)(=O)N2CC[C@@H]3[C@H](CO)N(C)c4ccc(C#Cc5cccnc5)cc4[C@@H]32)c1	-2.5[25 µM]
CC(NC(N)=O)C(=O)NCC(=O)OCc1ccccc1 (stereo not drawn)	-5.8
CN(C(=O)COC(=O)c1ccc(S(=O)(=O)N2CCCC2)cc1)c1ccccc1	0.0
Cc1ccc(C2=NOC(=O)/C2=C\C=C\c2ccccc2)cc1	-6.1
O=C(NCc1ccco1)c1nn2cccnc2c1Cl	-10.3
Cc1ccc(S(=O)(=O)N2CCOCC2)cc1NC(=O)CNCc1ccccn1	-38.8
CC(C)Nc1nc2cccnc2s1	-7.8
CCC(C)[C@H](NC(=O)N1CCn2c1nc1ccccc12)C(=O)NCC1CCCO1 (stereo partly drawn)	15.5
CCOC(=O)N(C)C[C@H]1OCc2ccccc2-c2c(n(C)c3ccccc23)C(=O)N([C@@H](C)CO)C[C@H]1C	-13.6
O=C(NCc1ccc(F)c(F)c1)C1Cc2c(-c3ccc4c(c3)OCO4)ccnc2O1 (stereo not drawn)	-5.7
CCCCn1nc(CC(=O)O)c2ccccc2c1=O	-0.6
COc1cc(SC)ccc1C(=O)OCc1nc2ccsc2c(=O)[nH]1	-27.2
CC1CC(C)(C)C2=NCCN21 (stereo not drawn)	5.3
COc1ccc2c3c(n(C)c2c1)[C@H](CO)N(C(=O)c1ccccn1)CC31CN(C(=O)Cc2ccccc2)C1	-3.8[25 µM]
O=S(=O)(c1ccc(Br)cc1)N1CCOC12CCCCC2	16.0
Cc1cc(C)cc(Nc2nc3c([nH]2)c(=O)n(C)c(=O)n3C)c1	-33.3
C[C@@H]1CN([C@H](C)CO)C(=O)CCCn2nncc2CO[C@H]1CN(C)C(=O)c1ccccc1	0.6
C[C@@H](NC(=O)C[C@@H]1C[C@@H]2c3cc(NC(=O)NC4CCCC4)ccc3O[C@@H]2[C@H](CO)O1)c1ccccc1	-5.7
COc1cccc(S(=O)(=O)Nc2ccc3c(c2)[C@H]2C[C@H](CC(=O)NC4CCCCC4)O[C@H](CO)[C@H]2O3)c1	13.5[25 µM]
CCC(=O)Nc1nc2c(OC)ccc(C)c2s1	10.9
CCCNC(=O)C[C@H]1CC[C@H]2[C@@H](COc3ccc(NC(=O)NCCC)cc3C(=O)N2C)O1	10.6
CO[C@H]1CN(C)C(=O)c2cc(NC(=O)NC(C)C)ccc2OC[C@@H](C)N(C(=O)CN(C)C)C[C@H]1C	-2.7[25 µM]
COc1ccc(NC(C)=O)cc1NC(=O)c1c(C)noc1C	0.1
Cn1nc(C(=O)N2CCOCC2)c([N+](=O)[O-])c1C(=O)N1CCOCC1	8.4
O=C(COc1nncc2ccccc12)NCCC1=CCCCC1	0.6
C[C@H](NC(=O)C[C@@H]1C[C@H]2c3cc(NS(=O)(=O)c4ccc(F)cc4)ccc3O[C@H]2[C@@H](CO)O1)c1ccccc1	3.0[25 µM]
COCCCn1cn[nH]c1=S	0.6
O=C(Nc1cccc2nsnc12)c1cccs1	-104.7&-29.9
COc1ccc2nc(NC(=O)C3CCN(S(=O)(=O)c4cccnc4)CC3)sc2c1	5.9
Cc1onc(-c2ccccc2)c1C(=O)OCC(=O)Nc1ccc2c(c1)OCO2	2.9
Cc1ccc(S(=O)(=O)SC/C=C/CSS(=O)(=O)c2ccc(C)cc2)cc1	36.0
CCN(CC)CCOCCOc1cc(C)c(Cl)c(C)c1	0.5
CO[C@@H]1CC[C@@H]2CCOc3c(C#N)cccc3C(=O)N(C)C[C@@H](c3ccccc3)CC(=O)N(C)C[C@@H]1O2	-2.9[25 µM]
OC[C@@H]1CN(Cc2ccccc2)C[C@H](n2cnc3c(NC4CC4)ncnc32)O1	2.3
CN(C)C(=O)c1cccc(-c2ccc3c(c2)[C@H]2[C@H](CCN2C(=O)C2CCCCC2)[C@H](CO)N3)c1	0.2
CCN(CC)C(=O)C(C(=O)c1cccc([N+](=O)[O-])c1)n1cc(Cl)ccc1=O (stereo not drawn)	15.2
O=C(NCC(F)(F)F)[C@H]1[C@H](CO)[C@H]2Cn3c(cccc3=O)[C@H]2N1CCC(F)(F)F	-5.2[25 µM]
O=C(c1cccc(F)c1)N1CC[C@@H]2[C@@H](CO)Nc3ccc(C#Cc4ccccc4)cc3[C@@H]21	-2.1
CCOC(=O)N1CCN(C2CCCN(C(=O)c3cccc(Cl)c3)C2)CC1 (stereo not drawn)	4.9
Cc1ccc(OCC(=O)Nc2ccc(N3CCCC3)cc2)cc1C	5.4
c1ccc(-c2cc3c(N4CCCCC4)ncnc3s2)cc1	4.4
Cc1ccnc(Nc2nc(-c3c(C)nc4sccn34)cs2)c1	-13.0
Cc1cc(C(=O)CN2C(=O)NC3(CCCCC3)C2=O)c(C)n1Cc1ccc2c(c1)OCO2	-35.1
COC(=O)C(Cc1c[nH]c2ccccc12)NC(C)=O (stereo not drawn)	7.2
O=C(CN1CCC(c2nc3ccccc3s2)CC1)NCc1ccccc1	-4.2
COc1cccc(Nc2ncnc3c2cnn3C)c1	-21.2
O=S(=O)(c1ccccc1)c1nc(-c2ccco2)oc1NCCN1CCOCC1	2.9
Cc1c(C(=O)O)sc2ncn(C)c(=O)c12	-2.7
CC1(C)CC(c2csc(N)n2)CCO1 (stereo not drawn)	3.4
Cc1ccc(S(=O)(=O)Nc2ccc3c(c2)C(=O)N(C)[C@@H]2CC[C@H](CC(=O)NCCc4ccncc4)O[C@@H]2CO3)cc1	-22.5[25 µM]
CC(=O)Nc1ccc2c(c1)Cc1cc(N3C(=O)C=CC3=O)ccc1-2	97.0*
O=C1COc2ccc(C(=O)c3ccccc3)cc2CN1	-6.6
Cc1nn(-c2ccc(F)cc2)c2c1cc(C#N)c1nc3ccccc3n12	13.6
NC(=O)NCCCC(=O)OCC(=O)c1ccc2ccccc2c1	-16.1
CC(=O)N1CCN(CC(=O)Nc2ccccc2Sc2ccccc2)CC1	6.2
O=C1COc2ccc(C(=O)COC(=O)c3ccccn3)cc2N1	-27.3
CC(=O)c1sc2ccccc2c1OC(=O)c1ccco1	-5.9
Nc1cc(C(=O)O)ccc1Sc1ccccc1C(=O)O	-5.8
S=C(NCc1ccc(Cl)cc1)N1CCN(c2ccccn2)CC1	5.9
COc1ccc(C2(CNC(=O)c3ccco3)CCOCC2)cc1	2.5
O=S1(=O)N=C(N/N=C/c2cccs2)c2ccccc21	-1.9
O=C(Nc1cccnc1)c1ccc(NC(=O)c2ccco2)cc1	-8.3
COC(=O)N(C)C[C@H]1OCc2ccccc2-c2c(n(C)c3ccccc23)C(=O)N([C@H](C)CO)C[C@@H]1C	-4.9
Cc1ccnc(NC(=O)CN2C(=O)c3ccccc3S2(=O)=O)c1	-7.0
COc1ccccc1-c1ccc([C@@H]2[C@@H](C#N)N(C(=O)NC3CCCC3)[C@@H]2CO)cc1	-8.0

(continued)
Structure	BL2 CD40 inh
O=C1CN(S(=O)(=O)c2ccccc2Cl)CCN1	5.7
Cc1ccc(C(=O)Nc2ccncc2)cc1S(=O)(=O)N1CCCCC1	23.9
Cc1cc(OC(C(=O)O)c2ccccc2)c2c(C)c(Cc3ccccc3)c(=O)oc2c1 (stereo not drawn)	-1.1
COC1CCCN(Cc2nc(Cc3ccccc3F)no2)C1 (stereo not drawn)	-7.0
CO[C@@H]1CN(C)C(=O)c2cc(NC(=O)NC3CCCCC3)ccc2OC[C@@H](C)N(C)C[C@@H]1C	-3.6
Cn1c(N2CCOCC2)nc2c1c(=O)n(Cc1ccc(Cl)cc1)c(=O)n2C	2.3
COC(=O)CNc1nc(-c2cccnc2)nc2ccccc12	5.0
CN(C)CC(=O)N1[C@H](CO)[C@@H](c2ccc(-c3ccccc3F)cc2)[C@@H]1C#N	2.7
C[C@H](CO)N1C[C@H](C)[C@@H](CN(C)C(=O)c2cnccn2)Oc2cc(C#CCC3CCCC3)ccc2S1(=O)=O	11.3[25 µM]
CS/C(=N\S(=O)(=O)c1cccs1)Nc1ccc(Br)cc1F	4.2
O=C(NCCc1ccccc1)c1cc(S(=O)(=O)N2CCOCC2)ccc1F	-9.6
O=C(Cn1cnc2c(nnn2-c2ccccc2)c1=O)N1CCOCC1	-2.3
O=C(NCc1cccnc1)c1cccc(S(=O)(=O)NCc2ccccc2)c1	8.3
CN(c1ccc(C(=O)NC2CC3CCC2C3)cc1)S(C)(=O)=O (stereo not drawn)	11.4
Cc1ccc(-c2cc(C(F)F)n3ncc(C(=O)N4CCN(c5ccccn5)CC4)c3n2)cc1	37.5
O=S(=O)(c1ccccc1)c1nc(-c2ccco2)oc1NCCCN1CCOCC1	14.3
O=C(NCCS(=O)(=O)N1CCN(c2ccc(F)cc2)CC1)c1ccc2c(c1)OCO2	-4.1
CC(=O)N(C)C[C@@H]1Oc2ccc(NC(=O)NC(C)C)cc2CC(=O)N(C)C[C@@H]1C	0.6
CCN(c1ccccc1)S(=O)(=O)c1ccc(OC)c(NC(=O)CCc2nc3ccccc3c(=O)[nH]2)c1	14.2
COc1ccc2c3c(n(C)c2c1)[C@@H](CO)N(C(=O)C1CCCC1)CC31CCN(C(=O)Nc2cccc(F)c2)CC1	4.3
O=C(c1ccccc1F)N1CC(=O)N2[C@H](C1)[C@H](c1ccc(C#Cc3ccccc3)cc1)[C@@H]2CO	16.9[25 µM]
Cc1ccc(S(=O)(=O)NC(=NC(Cc2ccccc2)C(=O)O)c2ccccc2)cc1 (stereo not drawn)	-22.2
COc1ccc2c3c([nH]c2c1)[C@H](CO)N(C(=O)CC1CC1)CC31CCN(C(=O)c2ccccc2)CC1	4.1[25 µM]
